# Assay outcomes deposited in PubChem by several laboratories.
# MEKK2wt PB1 HTS = raises or lowers MEK5 binding to wildtype human MEKK2 PB1 domain. Q9Y2U5. bead flow cytometry, Alexa488-MEK5 binding to MEKK2 WT; actives lie on both sides. binding response (% of control), % at 10 µM. hit rate 1.1% among 290,000. AID 1531; in the data active = binding response below about 67% or above about 130%
# NALP1 inh = inhibitors of NALP1 inflammasome in yeast | S. cerevisiae NALP1/ASC/caspase-1 growth, X-gal OD620, 72 h | inhibition, % at 10 µM | hit rate 0.61% among 280,000; in the data active = inhibition mostly above about 24%, no sharp cut-off; inactive = mostly below about 32%; also: some compounds called inactive have numbers as strong as hits
# MEKK2 mut-MEK5 = signal of MEK5 binding to mutant human MEKK2 PB1 domain | hit rate 0.35% among 290,000 | bead flow cytometry, Alexa488-MEK5 binding to MEKK2 mutant | AID 1530 | percent response, % at 10 µM; in the data active = percent response above about 24%, passing the limit was not always enough; also: inactives centre near 1; some results filed as inactive read as strong as hits; reference of the scale not given here
# GPR7 antagonist = blocks human GPR7 receptor signaling. hit rate 1.1% among 290,000. inhibition, % at 4.4 µM. AID 1861. GPR7-expressing cells, fluorescence antagonist assay; in the data active = inhibition above about 16%, passing the limit was not always enough;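 also: cells stimulated with the agonist NPW; 0% = agonist with vehicle and 100% = vehicle without agonist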
# Target sequence (P48145 whole entry, looked up): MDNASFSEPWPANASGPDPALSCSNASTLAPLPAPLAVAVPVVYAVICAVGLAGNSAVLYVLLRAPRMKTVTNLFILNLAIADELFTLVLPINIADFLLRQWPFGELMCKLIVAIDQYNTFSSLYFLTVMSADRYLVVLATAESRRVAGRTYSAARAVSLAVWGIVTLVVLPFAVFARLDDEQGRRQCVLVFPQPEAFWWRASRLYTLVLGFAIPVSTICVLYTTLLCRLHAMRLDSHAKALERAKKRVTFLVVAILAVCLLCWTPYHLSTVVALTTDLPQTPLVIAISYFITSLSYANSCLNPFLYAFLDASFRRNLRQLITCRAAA
# M18AAP inhibitor = PfM18AAP enzyme inhibition; recombinant PfM18AAP, H-Glu-NHMec fluorogenic cleavage; inhibition, % at 7.35 µM; hit rate 1.2% among 290,000; AID 1822;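 active = inhibition above the campaign mean inhibition over all tested compounds plus 3 SD, cut at about 28% in these data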;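 also: 0% = plate median of test compound wells and 100% = 2 mM ZnCl2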
# Starred values were filed as active, the others as inactive; nt = not tested or not shown; [ ] = another dose, or the depositor's remark.
MEKK2wt PB1 HTS,NALP1 inh,MEKK2 mut-MEK5,GPR7 antagonist,SMILES,M18AAP inhibitor
nt,nt,nt,-8,COc1ccc(-c2c3c(=O)n(C)c(=O)n(C)c3c3nnc4ccccc4n23)cc1,-10
nt,nt,nt,-7,Cc1nnc(SCc2cc(=O)[nH]c(Nc3nc(C)c4ccccc4n3)n2)s1,-1
nt,nt,nt,-7,CCOc1cc(-n2cnnn2)c(OCC)cc1NC(=O)c1cc2ccc(N(CC)CC)cc2oc1=O,5
nt,nt,nt,-5,CCOc1ccc2cc(C#N)c(SCC(=O)N3CCCC3)nc2c1,1
nt,nt,nt,-6,Cc1nnc(N2CCN(C)CC2)c2nn(-c3ccc(Cl)cc3)c(C)c12,-5
nt,nt,nt,-8,CC1CCN(C(=O)c2ccc(C(=O)N3CCC(C)CC3)cc2)CC1,1
nt,nt,nt,8,COCCn1c(SCc2nnc(-c3ccc(OC)c(OC)c3)o2)nc2sc3c(c2c1=O)CCC3,-13
nt,nt,nt,1,CC1CCc2c(sc3ncnc(N4CCN(S(=O)(=O)c5cccc6nonc56)CC4)c23)C1 (stereo unspecified),2
nt,nt,nt,-8,CCCn1c(=NC(C)=O)c(C#N)cc2c(=O)n3cccc(C)c3nc21,-1
nt,nt,nt,-14,c1cc2c3c(cccc3c1)C(N1CCN(C3=Nc4cccc5cccc3c45)CC1)=N2,-3

MEKK2wt PB1 HTS,NALP1 inh,MEKK2 mut-MEK5,GPR7 antagonist,SMILES,M18AAP inhibitor
nt,nt,nt,-7,COc1ccc2c(C)nc(Nc3nc(C)cc(=O)[nH]3)nc2c1,-9
nt,nt,nt,-16,COc1ccc(/C=C2\CCc3ccccc3C2=O)cc1Cn1nc(C)c(Br)c1C,1
nt,nt,nt,-12,Cc1c2c(n3c(nc4ccccc43)c1C#N)N(Cc1cccnc1)CC2,-5
nt,nt,nt,2,COc1ccc(-n2c(=O)c3c4c(sc3n3c(C)nnc23)CCCC4)cc1,0
nt,nt,nt,3,O=C(CN1C(=O)c2ccccc2C1=O)OCN1C(=O)c2ccccc2C1=O,-1
nt,nt,nt,-8,Cc1ccnc(SCCn2c(N3CCOCC3)nc3c2c(=O)n(C)c(=O)n3C)n1,-11
nt,nt,nt,-11,O=C(CSc1ncnc2c1nnn2-c1ccc(F)cc1)N1CCN(c2ccccc2)CC1,-7
nt,nt,nt,-7,CCN1C(=O)/C(=C2/Sc3ccc(OC)cc3N2C)SC1=Nc1ccc(C)cc1,0
nt,nt,nt,1,Cc1ccnc(N2CCN(c3c4c(c(C#N)c5nc6ccccc6n35)CCC4)CC2)c1,-2
nt,nt,nt,-8,O=C1CC(N2CCC(c3nc4ccccc4o3)CC2)C(=O)N1c1ccc(Cl)cc1 (stereo unspecified),-12

# An excerpt of these results, with values ahead of the structure.
MEKK2wt PB1 HTS	NALP1 inh	MEKK2 mut-MEK5	GPR7 antagonist	M18AAP inhibitor	molecule
nt	nt	nt	-16	1	COc1ccc(/C=C2\CCc3ccccc3C2=O)cc1Cn1nc(C)c(Br)c1C
nt	nt	nt	-8	-10	COc1ccc(-c2c3c(=O)n(C)c(=O)n(C)c3c3nnc4ccccc4n23)cc1

# The listing continues.
MEKK2wt PB1 HTS,NALP1 inh,MEKK2 mut-MEK5,GPR7 antagonist,SMILES,M18AAP inhibitor
nt,nt,nt,-21,CCCn1c(C)nc2c(c1=O)c1nc3ccccc3nc1n2CCc1ccccc1,4
nt,nt,nt,-17,CCOC(=O)N1CCN(C(=O)C2CCC(C(=O)N3CCN(C(=O)OCC)CC3)CC2)CC1 (stereo unspecified),-4
nt,nt,nt,10,COc1ccc2c3c(cccc13)NN=C2C,4
nt,nt,nt,-5,O=S(=O)(c1ccc(F)cc1)N1CCC(N2CCN(c3ccccc3)CC2)CC1,-4
nt,nt,nt,-4,Cc1cc(C)c2c(n1)sc1c(N3CCOCC3)ncnc12,-2
nt,nt,nt,-9,Cc1ccc(-n2nnc3c(SCC(=O)N4CCN(c5ccccc5)CC4)ncnc32)cc1,-10
nt,nt,nt,3,COCCn1c(C)cc(C(=O)CSc2nnc3scc(-c4ccc(Cl)cc4)n23)c1C,0
nt,nt,nt,-10,Cc1nc(N2CCN(c3ncccn3)CC2)c2oc3ccccc3c2n1,-1
nt,nt,nt,-19,Cc1cc(C)c2c(n1)nn1c(N3CCN(c4cccc(Cl)c4)CC3)cc(C)nc21,-2
nt,nt,nt,-2,CC1(C)Cc2ccccc2-c2c1c(=O)n(-c1ccccc1)c1nnnn21,6

MEKK2wt PB1 HTS,NALP1 inh,MEKK2 mut-MEK5,GPR7 antagonist,SMILES,M18AAP inhibitor
nt,nt,nt,3,O=c1c2c3c(sc2n2c(=S)[nH]nc2n1Cc1ccccc1)CN(Cc1ccccc1)CC3,4
nt,nt,nt,-12,Cc1nn(-c2ccccc2)c(Cl)c1/C=C1\N=C(c2ccccc2)OC1=O,-1
nt,nt,nt,-4,N#Cc1cc2c(=O)n3ccccc3nc2n(Cc2cccnc2)c1=N,-11
nt,nt,nt,-5,CC(C)C1Cc2c(sc3c2c(=O)n(-c2ccccc2)c2nncn32)CO1 (stereo unspecified),9
nt,nt,nt,-10,Cc1cccc2cc(CN(Cc3ccccc3)C(=O)N3CCOCC3)c3nnnn3c12,3
nt,nt,nt,-11,CC1=NC(=O)C(N=Nc2cccc3ccccc23)N1c1ccccc1 (stereo unspecified),-1
nt,nt,nt,-2,CN(Cc1ccccc1)S(=O)(=O)c1ccc(S(=O)(=O)N2CCN(CCC#N)CC2)cc1,-13
nt,nt,nt,-10,c1ccc(CC2CCN(c3nc(N4CCOCC4)nc(N4CCOCC4)n3)CC2)cc1,1
nt,nt,nt,-3,Cc1ccc(-n2nc3c(N4CCN(c5ccccc5)CC4)nnc(C)c3c2C)cc1,-1
nt,nt,nt,-9,O=C1NC2CCCCC2NC1CC(=O)N1CCN(c2ccccc2)CC1 (stereo unspecified),-7

MEKK2wt PB1 HTS,NALP1 inh,MEKK2 mut-MEK5,GPR7 antagonist,SMILES,M18AAP inhibitor
nt,nt,nt,-14,CCCCCCCc1nc2c(=O)[nH]c3ccccc3c2o1,3
nt,nt,nt,-6,O=C1c2ccccc2-c2nc3ncnn3c(-c3ccccc3)c21,0
nt,nt,nt,-11,Cc1[nH]n(-c2ccc([N+](=O)[O-])cc2)c(=O)c1N=Nc1nc2ccccc2s1,7
nt,nt,nt,-9,COc1cc(C2c3c(oc4c(C)cc(C)cc4c3=O)C(=O)N2Cc2cccnc2)cc(OC)c1OC (stereo unspecified),2
nt,nt,nt,-9,COc1ccc(OC)c(NC(=O)c2cnc3ccccn3c2=O)c1,1
nt,nt,nt,-11,O=[N+]([O-])c1ccc(-c2nnc(CSc3nc(-c4ccccc4)nc4ccc(F)cc34)o2)cc1,-3
nt,nt,nt,-5,CNC(=O)CN(C#N)c1nc(N(C)C)nc(N(C)C)n1,-3
nt,nt,nt,-20,Cc1cc(=O)[nH]c(/N=C(/NC(=O)c2ccccc2)Nc2ccc3c(c2)OCCO3)n1,-3
nt,nt,nt,3,CC(C)Oc1ccc(C2C(C(=O)c3ccco3)=C(O)C(=O)N2CCCN(C)C)cc1 (stereo unspecified),10
nt,nt,nt,-9,O=C1c2ccccc2C(=O)N1Cc1nc(-c2cccnc2)no1,-5

# 15 successive compounds from above, for reference:
MEKK2wt PB1 HTS,NALP1 inh,MEKK2 mut-MEK5,GPR7 antagonist,SMILES,M18AAP inhibitor
nt,nt,nt,-11,CC1=NC(=O)C(N=Nc2cccc3ccccc23)N1c1ccccc1 (stereo unspecified),-1
nt,nt,nt,-2,CN(Cc1ccccc1)S(=O)(=O)c1ccc(S(=O)(=O)N2CCN(CCC#N)CC2)cc1,-13
nt,nt,nt,-10,c1ccc(CC2CCN(c3nc(N4CCOCC4)nc(N4CCOCC4)n3)CC2)cc1,1
nt,nt,nt,-3,Cc1ccc(-n2nc3c(N4CCN(c5ccccc5)CC4)nnc(C)c3c2C)cc1,-1
nt,nt,nt,-9,O=C1NC2CCCCC2NC1CC(=O)N1CCN(c2ccccc2)CC1 (stereo unspecified),-7
nt,nt,nt,-14,CCCCCCCc1nc2c(=O)[nH]c3ccccc3c2o1,3
nt,nt,nt,-6,O=C1c2ccccc2-c2nc3ncnn3c(-c3ccccc3)c21,0
nt,nt,nt,-11,Cc1[nH]n(-c2ccc([N+](=O)[O-])cc2)c(=O)c1N=Nc1nc2ccccc2s1,7
nt,nt,nt,-9,COc1cc(C2c3c(oc4c(C)cc(C)cc4c3=O)C(=O)N2Cc2cccnc2)cc(OC)c1OC (stereo unspecified),2
nt,nt,nt,-9,COc1ccc(OC)c(NC(=O)c2cnc3ccccn3c2=O)c1,1
nt,nt,nt,-11,O=[N+]([O-])c1ccc(-c2nnc(CSc3nc(-c4ccccc4)nc4ccc(F)cc34)o2)cc1,-3
nt,nt,nt,-5,CNC(=O)CN(C#N)c1nc(N(C)C)nc(N(C)C)n1,-3
nt,nt,nt,-20,Cc1cc(=O)[nH]c(/N=C(/NC(=O)c2ccccc2)Nc2ccc3c(c2)OCCO3)n1,-3
nt,nt,nt,3,CC(C)Oc1ccc(C2C(C(=O)c3ccco3)=C(O)C(=O)N2CCCN(C)C)cc1 (stereo unspecified),10
nt,nt,nt,-9,O=C1c2ccccc2C(=O)N1Cc1nc(-c2cccnc2)no1,-5

# The list goes on:
MEKK2wt PB1 HTS,NALP1 inh,MEKK2 mut-MEK5,GPR7 antagonist,SMILES,M18AAP inhibitor
nt,nt,nt,-2,COc1ccc(-c2onc3ccc(Cl)cc23)cc1OC,4
113,-1,7,nt,CCC(=O)O[C@@H]1CC(=O)O[C@H](C)CC=CC=C[C@@H](O)[C@H](C)C[C@H](CC=O)[C@H](O[C@H]2O[C@H](C)[C@@H](O[C@H]3C[C@@](C)(O)[C@@H](OC(=O)CC)[C@H](C)O3)[C@H](N(C)C)[C@H]2O)[C@H]1OC,nt
96,-9,-7,nt,C/C=C(\C)C(=O)N1CC2(CC(c3cccc(NC(=O)CC(c4ccccc4)c4ccccc4)c3)=NO2)C[C@H]1C(N)=O (stereo partly specified),nt
1.0*[inhibitor],-12,-14,nt,CCCCCC(=O)Nc1cccc(C2=NOC3(C2)C[C@H](C(N)=O)N(C(=O)CC#N)C3)c1 (stereo partly specified),nt
90,-86,4,nt,CC(C)C(=O)N1CCC2(CC1)Oc1ccc(F)cc1C(=O)C21CC(c2cccnc2)=NO1 (stereo unspecified),nt
92,5,7,nt,COc1ccc(C[C@H]2CN3C(=NC[C@@H]3Cc3ccccc3)N2C[C@H](C)NC(=O)CCC2CCCCC2)cc1,nt
67,15,2,nt,CCCCNC(=O)C(c1ccc(OCC(=O)OC)c(C(=O)OC)c1)N(CCc1c[nH]c2ccccc12)C(=O)CCCCCN1C(=O)NC(c2ccc(-c3ccccc3)cc2)C(C(=O)OCc2ccccc2)=C1C (stereo unspecified),nt
101,0,-2,nt,CC(=O)c1ccc(-c2ccccc2[C@H]2[C@H]3C=CC[C@@H](C)[C@@H]3C(=O)N2Cc2ccccc2)cc1,nt
nt,38,nt,-3,CCSc1nc2c(sc3nc(C)cc(C)c32)c(=O)[nH]1,-1
nt,-3,nt,-7,CC(C)CCn1c(N2CCN(Cc3ccccc3)CC2)nc2c1c(=O)[nH]c(=O)n2C,-3

MEKK2wt PB1 HTS,NALP1 inh,MEKK2 mut-MEK5,GPR7 antagonist,SMILES,M18AAP inhibitor
nt,12,nt,-2,Cc1cc(C)nc(N(C#N)S(=O)(=O)c2ccc(Br)cc2)n1,-5
nt,17,nt,-4,CCOC(=O)N1CCC(NC(=O)c2ccc3nc4ccccc4c(=O)n3c2)CC1,-10
nt,15,nt,7,COc1ccc(C(c2nnnn2C2CCCCC2)N2CCN(c3ccccc3)CC2)cc1 (stereo unspecified),-6
nt,15,nt,17,CN1CCc2c(sc3ncn4nc(-c5ccccc5O)nc4c23)C1,-3
nt,3,nt,15,C=CCC(=O)OCC(=O)Nc1ccc(Oc2ccccc2)cc1,11
nt,10,nt,-14,COCCNC(=O)C(c1ccc(C)cc1)N(C(=O)CCC(=O)Nc1ccccn1)C1CCCC1 (stereo unspecified),0
nt,-1,nt,-5,CC(=O)N(Cc1ccc(F)cc1)C1=C(NCc2ccccc2)C(=O)c2ccccc2C1=O,-8
nt,-8,nt,14,CC1(C)CC(=O)C(C=Nc2cccc(/N=C/C3=C(O)CC(C)(C)CC3=O)n2)=C(O)C1,13
nt,4,nt,-3,c1ccc(CN2CCN(c3ncccn3)CC2)nc1,14
nt,-16,nt,1,COc1cc(/C=c2\sc3nc(-c4ccncc4)nn3c2=O)ccc1OC(C)=O,6

# Only part of the results is shown. The share of hits here may be higher or lower than overall.
